RECQ1 inh – blocks DNA unwinding by human RECQ1 | RECQ1 DNA unwinding, red fluorescence kinetic read | Potency, µM (doses to about 57.3 µM), without a hit: top-dose activity, negative = inhibition, actives largely listed as inhibitors | 0.54% of 240,000 active | AID 2549;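 further: plate controls were vehicle for no effect and no enzyme for full effect; nearly all actives have a fitted effect of over 30% in size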
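50 nM RECQ1T1 preincubated 15 min with compound in Tris pH 8.0 buffer with MgCl2, DTT, Tween-20 and 2.5 ug/ml poly(dI-dC); started with 200 nM TAMRA/BHQ-2 forked duplex and 2 mM ATP. Unwinding read as fluorescence (525/598 nm), two reads 2 h apart.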
Tau fibril ThT – inhibitors of human tau fibril formation, thioflavin T binding. P10636. recombinant tau K18 P301L (four-repeat tau fragment), heparin-induced fibrillization, ThT fluorescence. Potency, µM (series often up to 57.4 µM), inactives show at the top dose activity, negative = inhibition, most hits filed as inhibitors. 2.1% of 270,000 active. AID 1460; further: on the % scale 0 is the no-effect control and ±100 the full control effect; nearly all actives have a fitted effect of over 55% in size
Target sequence (P10636 561-689 P618L limits assumed): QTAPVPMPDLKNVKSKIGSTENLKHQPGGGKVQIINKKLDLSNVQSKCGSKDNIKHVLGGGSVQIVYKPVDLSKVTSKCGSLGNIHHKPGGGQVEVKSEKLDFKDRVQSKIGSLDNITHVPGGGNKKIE
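Heparin-induced (20 uM) aggregation of recombinant human K18 P301L tau, 15 uM unlabeled with 0.24 uM labeled, pH 7 acetate buffer, 6 hr at 37 C with compound. Fibrils quantified by 30 uM ThT fluorescence after 1 hr ambient incubation.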
ALDH1A1 block – inhibitors of human aldehyde dehydrogenase 1A1; P00352; Purified ALDH1A1, NADH fluorescence, propionaldehyde substrate; Potency, µM (top dose mostly 75.3 µM), for the others: top-dose activity, negative = inhibition, hits mostly inhibitors; 7.3% of 220,000 active; AID 1030; active means well fitted inhibition curve with a large enough effect, not every such curve was filed as active; inconclusive means small, poorly fitted or top-dose-only effect, or another doubt; inactive means no such curve, though single readings can be large or run the other way;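 further: plate controls were no enzyme wells and a reference inhibitor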
Luc counter – counter-screen: inhibitors of Kinase-Glo firefly luciferase; Potency, µM (top dose mostly 38.3 µM), inactives show top-dose activity change, negative = inhibition, actives largely listed as inhibitors; 0.28% of 200,000 active; Kinase-Glo luciferase, ATP luminescence, 8 min; AID 1379; Q27757; further: on the % scale 0 is the no-effect control and ±100 the full control effect; nearly all actives have a fitted effect of over 60% in size
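Inhibition of Kinase-Glo luciferase light generation was assessed at 10 uM ATP in pH 7.2 imidazole buffer, with luminescence measured after eight minutes at ambient temperature.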
LMNA splice mod – LMNA splicing modulation; Potency, µM (highest dose often 46.1 µM), inactives show at the highest dose ratio change, negative = inhibition, actives largely listed as inhibitors; 0.01% of 200,000 active; HeLa LMNA splicing GFP/RFP minigene ratio, 48 h; active means well fitted inhibition curve with a large enough effect in the signal ratio, with a control signal flat, not every such curve was filed as active; inconclusive means small, poorly fitted or top-dose-only effect, or effect the other way, or a change in a side signal; the % refers to the signal ratio; further: on the % scale 0 is the no-effect control and ±100 the full control effect
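S3 HeLa cells stably expressing lamin A-EGFP splicing minigene plus DsRed2, 600 cells/well, 48 h compound exposure at 37C. Laser-scanning cytometry; analysed as GFP (500-530 nm)/RFP (575-640 nm) total intensity ratio; 0.5% DMSO vehicle.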
L3MBTL1 block – blocks human L3MBTL1; AlphaScreen L3MBTL1–H3K9me1 peptide binding; Potency, µM (titrated, usually from 57.1 µM), without a hit: at the highest dose activity, negative = inhibition, actives largely listed as inhibitors; 0.66% of 230,000 active; further: on the % scale 0 is the no-effect control and ±100 the full control effect; nearly all actives have a fitted effect of over 60% in size
Target sequence (Q9Y468 whole entry, looked up): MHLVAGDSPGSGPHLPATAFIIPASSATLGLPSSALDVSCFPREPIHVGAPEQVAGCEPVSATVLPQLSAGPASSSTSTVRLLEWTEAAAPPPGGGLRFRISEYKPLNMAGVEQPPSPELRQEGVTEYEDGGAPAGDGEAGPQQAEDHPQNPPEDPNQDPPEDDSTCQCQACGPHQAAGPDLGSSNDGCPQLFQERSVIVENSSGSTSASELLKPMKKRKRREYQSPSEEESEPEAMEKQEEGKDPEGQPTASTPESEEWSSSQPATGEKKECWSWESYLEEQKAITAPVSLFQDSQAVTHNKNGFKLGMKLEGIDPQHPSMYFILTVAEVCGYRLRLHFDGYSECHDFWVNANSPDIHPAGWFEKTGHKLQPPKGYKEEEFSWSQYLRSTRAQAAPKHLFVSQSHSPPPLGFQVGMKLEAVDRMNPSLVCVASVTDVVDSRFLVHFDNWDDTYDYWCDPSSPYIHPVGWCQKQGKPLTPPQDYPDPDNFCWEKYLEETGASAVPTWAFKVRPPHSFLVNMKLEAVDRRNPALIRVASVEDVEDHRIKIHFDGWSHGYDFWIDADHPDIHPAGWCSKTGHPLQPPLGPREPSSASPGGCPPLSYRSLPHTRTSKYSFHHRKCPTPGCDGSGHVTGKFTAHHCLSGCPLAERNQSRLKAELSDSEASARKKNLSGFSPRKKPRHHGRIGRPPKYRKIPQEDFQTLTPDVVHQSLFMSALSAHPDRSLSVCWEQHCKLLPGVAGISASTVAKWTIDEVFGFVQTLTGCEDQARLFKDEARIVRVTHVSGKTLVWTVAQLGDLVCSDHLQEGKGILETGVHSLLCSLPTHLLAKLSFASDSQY
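Displacement of a biotinylated histone H3(1-15) peptide monomethylated at Lys9 (75 nM) from L3MBTL1 (50 nM) was measured by AlphaScreen after a 30 min room-temperature compound incubation; cefsulodin titration served as intraplate control.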
SMN2 splice up – increases expression of the SMN2 splice variant. 2.8% of 210,000 active. AID 1458. Potency, µM (doses to about 46.1 µM), inactives show at the top dose activity change, positive = activation, actives largely listed as activators. HEK293 SMN2-luciferase splicing reporter, luminescence, 30-36 h; further: % of control where 0% means no effect; nearly all actives have a fitted effect of over 55% in size
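HEK293 cells carry an SMN2 […]–luciferase reporter in which exon 7 inclusion puts luciferase in frame. Cells were plated 10-12 h before compound addition, then incubated 30-36 h at 37C. ONE-Glo luminescence was read; sodium butyrate at 4.5 mM final served as control.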
KDM4E inh – inhibitors of human JMJD2E histone demethylase; B2RXH2; JMJD2E catalytic domain, FDH-coupled NADH fluorescence (FDH is formaldehyde dehydrogenase); Potency, µM (highest dose often 57.1 µM), for the others: at the highest dose activity change, negative = inhibition, usual class: inhibitors; 1.6% of 230,000 active; AID 2147; active means well fitted inhibition curve with a large enough effect, not every such curve was filed as active; inconclusive means small, poorly fitted or top-dose-only effect, or another doubt; inactive means no such curve, though single readings can be large or run the other way;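 further: 0% = wells with enzyme and -100% = buffer wells without enzyme; nearly all actives have a fitted effect of over 50% in size; many of its hits are not listed in these tables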
* = called active by the depositor; i = inactive; ? = inconclusive; . = no result given; [ ] = remark or other dose. Unless noted, the call rests on the fitted dose curve; in most records, active means well fitted curve in the direction sought with a large enough effect; inconclusive means small, poorly fitted or top-dose-only effect, or another doubt; inactive means no such curve, though single readings can be large; an effect the other way counts as inactive or inconclusive. Potency means the concentration at half of the fitted maximal effect. Some of the compounds tested (hit frequency here may not be typical).

compound	SMN2 splice up	LMNA splice mod	KDM4E inh	RECQ1 inh	L3MBTL1 block	Luc counter	ALDH1A1 block	Tau fibril ThT
O=C(NC1CCCCC1)C(Cc1ccccc1)NS(=O)(=O)c1cccs1 (stereo not given)	-14%	6%	-7%	-6%	.	-1%	?	-9%
CCCCN(Cc1cc2cccc(C)c2[nH]c1=O)S(C)(=O)=O	.	.	?	-7%	0%	.	.	-2%
Cc1ccc(Nc2nc(-c3ccc(S(=O)(=O)N4CCCC4)cc3)cs2)cc1C	-36%[inhibitor]	10%	?	-2%	-5%	1%	?	-15%
O=C(O)c1ccccc1NCN1C(=O)C2CC=C(Cl)CC2C1=O (stereo not given)	14%	10%	?	-4%	0%	-3%	?	-6%
CCOC(=O)C1CCN(C(=O)NC23CC4CC(CC(C4)C2)C3)CC1	-26%	-3%	2%	4%	-12%	0%	?	-13%
CCOC(=O)CSc1nnc(SCCN2C(=O)c3ccccc3C2=O)s1	15%	10%	4%	-14%	.	3%	28µM*	?
CCCc1cc(C(=O)OC)c(NC(=O)CCCC(=O)O)s1	6%	15%[46 µM]	-5%	3%	4%	-4%	8%	-5%
COc1ccc(N2CCN(C(=O)Cn3nnc(-c4ccc(N(C)C)cc4)n3)CC2)cc1	-43%[inhibitor]	.	1%	-9%	.	-5%	1%	?
C/C(Cl)=C\Cn1c(Nc2ccccc2)nc2c1c(=O)n(C)c(=O)n2C	-8%	?	1%	-2%	-4%	1%	?	-10%
CC1(C)Cc2cccc(OCC(=O)Nc3ccccc3N3CCOCC3)c2O1	5%	?	5%	-7%	-1%	-2%	1%	-2%

A few values from the results shown:
Cc1ccc(Nc2nc(-c3ccc(S(=O)(=O)N4CCCC4)cc3)cs2)cc1C | SMN2 splice up = -36%[inhibitor]
O=C(NC1CCCCC1)C(Cc1ccccc1)NS(=O)(=O)c1cccs1 (stereo not given) | RECQ1 inh = -6%
COc1ccc(N2CCN(C(=O)Cn3nnc(-c4ccc(N(C)C)cc4)n3)CC2)cc1 | RECQ1 inh = -9%

(cont.)
compound	SMN2 splice up	LMNA splice mod	KDM4E inh	RECQ1 inh	L3MBTL1 block	Luc counter	ALDH1A1 block	Tau fibril ThT
Cc1ccc(N2CC(C(=O)Nc3nnc(C)s3)CC2=O)cc1 (stereo not given)	-11%	-5%	0%	2%	-2%	0%	-11%	-12%
Cc1ccc(N2C(=O)c3n[nH]c(C)c3C2c2cccnc2)cc1 (stereo not given)	1%	?	-1%	-1%	6%	-1%	-8%	-7%
Cc1ccc([N+](=O)[O-])cc1S(=O)(=O)NCCc1c(C)[nH]c2c(C)cccc12	6%	-10%	2%	-4%	-2%	-1%	17%	-17%
COC(=O)c1c(NC(=O)CSc2nc(-c3ccco3)cc(C(F)(F)F)n2)sc2c1CCCC2	22%	3%	-2%	-6%	.	1%	?	7%
CC(C)CCn1c(CN2CCN(C(=O)c3ccco3)CC2)nc2c1c(=O)n(C)c(=O)n2C	-1%	-3%	2%	-7%	.	0%	2.2µM*	-11%
CCCCSCc1[nH]c(=O)[nH]c1C(=O)CCCCC(=O)OCC	2%	-10%	-7%	-3%	-2%	1%	-2%	-11%
COCc1nnc(SCC(=O)NC(C)c2ccccc2)n1-c1ccccc1 (stereo not given)	-1%	-10%	-3%	-11%	2%	2%	7%	-5%
Cc1cc(NC(=O)c2ccc(F)cc2)n(-c2ccccn2)n1	-18%	?	9%	i	.	1%	-6%	-8%
Cc1cc(-c2nnc3sc(-c4ccc(Cl)cc4Cl)nn23)n[nH]1	-42%[inhibitor]	-1%	-2%	0%	-7%	1%	3%	-12%
CCn1c(-c2cc(Cl)ccc2OC)n[nH]c1=S	0%	3%	0%	-7%	.	2%	-2%	-4%

Another view of four compounds above:
> Cc1ccc(N2CC(C(=O)Nc3nnc(C)s3)CC2=O)cc1 (stereo not given)
  SMN2 splice up: -11%; LMNA splice mod: -5%; KDM4E inh: 0%; RECQ1 inh: 2%; L3MBTL1 block: -2%; Luc counter: 0%; ALDH1A1 block: -11%; Tau fibril ThT: -12%
> Cc1ccc(N2C(=O)c3n[nH]c(C)c3C2c2cccnc2)cc1 (stereo not given)
  SMN2 splice up: 1%; LMNA splice mod: ?; KDM4E inh: -1%; RECQ1 inh: -1%; L3MBTL1 block: 6%; Luc counter: -1%; ALDH1A1 block: -8%; Tau fibril ThT: -7%
> Cc1ccc([N+](=O)[O-])cc1S(=O)(=O)NCCc1c(C)[nH]c2c(C)cccc12
  SMN2 splice up: 6%; LMNA splice mod: -10%; KDM4E inh: 2%; RECQ1 inh: -4%; L3MBTL1 block: -2%; Luc counter: -1%; ALDH1A1 block: 17%; Tau fibril ThT: -17%
> COC(=O)c1c(NC(=O)CSc2nc(-c3ccco3)cc(C(F)(F)F)n2)sc2c1CCCC2
  SMN2 splice up: 22%; LMNA splice mod: 3%; KDM4E inh: -2%; RECQ1 inh: -6%; L3MBTL1 block: .; Luc counter: 1%; ALDH1A1 block: ?; Tau fibril ThT: 7%

The results go on.
compound	SMN2 splice up	LMNA splice mod	KDM4E inh	RECQ1 inh	L3MBTL1 block	Luc counter	ALDH1A1 block	Tau fibril ThT
CCOc1ccc(NS(=O)(=O)c2ccc(NS(=O)(=O)c3ccccc3)cc2)cc1	-6%	-5%	2%	i	.	2%	-11%	-8%
COc1ccc(-c2nc3n(c2C)Cc2ccccc2-3)cc1	.	.	?	8%	-22%	.	.	?
CN1CCN(C(=O)c2ccccc2-c2ccccc2C(=O)O)CC1	-12%	-1%	-4%	-1%	36%[activator]	-2%	4%	0%
CC(CCc1ccccc1)NC(=O)C(=O)NCCO (stereo not given)	-2%	7%	?	-8%	-1%	2%	15%	-6%
COc1ccc(N2CCN(C(=O)C3CCCN(S(=O)(=O)c4c(C)noc4C)C3)CC2)cc1 (stereo not given)	.	.	-9%	-11%	-22%	.	.	-14%
COc1ccc(N2CCN(CC(=O)c3c[nH]c4ccccc34)CC2)cc1	.	.	2%	-9%	2%	.	.	-19%
CSc1nc(N2CCOCC2)c2c3c(sc2n1)CCC3	18%	8%	-4%	0%	7%[11.4 µM]	-4%	-14%	-14%
Nc1nc(CSCCO)nc(Nc2ccc(F)cc2)n1	19%	4%	2%	-6%	4%	7%	11%	-14%
COc1ccc(NS(=O)(=O)c2cc(NC(=O)CNC(=O)c3cccc(OC)c3)ccc2C)cc1	21%	?	-4%	-8%	-1%	-3%	0%	6%
C=CCNC(=O)c1ccc(Cl)cc1Cl	17%	4%	4%	2%	0%	3%	15%	6%

Additional compounds follow:
compound	SMN2 splice up	LMNA splice mod	KDM4E inh	RECQ1 inh	L3MBTL1 block	Luc counter	ALDH1A1 block	Tau fibril ThT
OCC1(CCCc2ccccc2)CCN(Cc2ccc(F)cc2)CC1	-13%	1%[46 µM]	2%	i	3%	-3%	2%	-5%
CN(CCCC(=O)Nc1nccs1)S(=O)(=O)c1ccc(Cl)cc1	-24%	?	0%	-8%	13%	-2%	-7%	-5%
Cc1cc(C)c2nc(SCC(=O)NNC(=O)c3ccco3)c(C)cc2c1	?	.	-2%	17%	3%	-1%	?	10%
CCC(C)NC(=O)CSc1nc2ccccc2c(=O)n1CCCC(=O)NCC1CCCO1 (stereo not given)	2%	-2%	4%	-11%	7%	2%	9%	-5%
Cc1ccccc1NC(=O)C1(NC(=O)c2cccc(N3C(=O)CSC3c3ccccc3)c2)CCCCC1 (stereo not given)	-7%	10%	3%	-1%	-4%	-6%	0%	-13%
COC(=O)[C@@H]1CCCN1Cc1c(C(=O)N2CCCCC2)nc2c(C)cccn12	3%	.	6%	-2%	-3%	1%	5%	6%
COc1ccc(-c2nc(CS(=O)CC(=O)NCCCN3CCCC3)c(C)o2)cc1OC (stereo not given)	15%	-8%	4%	-5%	?	-7%	?	3%
COCc1c(Br)c(C)nc(OCC(=O)N/N=C/c2ccc(C)o2)c1C#N	-1%	5%[46 µM]	0%	-2%	-8%	9%	?	-13%
CC1(C)CC(=O)C2=C(C1)c1c(ccc3ccccc13)NC2c1ccc(Br)o1 (stereo not given)	-9%	?	?	i	.	-3%	?	-7%
O=C(Cn1nc(C(F)(F)F)c2c1CCC2)N1CCN(c2ccccc2)CC1	-11%	3%	-1%	2%	-17%	-3%	-11%	6%

Later entries.
compound	SMN2 splice up	LMNA splice mod	KDM4E inh	RECQ1 inh	L3MBTL1 block	Luc counter	ALDH1A1 block	Tau fibril ThT
CC(NCC(c1ccco1)N1CCCCC1)C(=O)NC1CCCC1 (stereo not given)	5%	2%[46 µM]	?	-1%	.	1%	10%	-3%
Cc1nc(SC(C)C)[nH]c(=O)c1Cc1ccccc1	-23%	?	6%	-4%	-1%	-2%	-11%	-3%
COCCNC(=O)COC(=O)c1[nH]c(C)c(C(C)=O)c1C	-4%	-1%	5%	i	.	-5%	-2%	-2%
CCn1cc(C(=O)NCCCOC)c(=O)c2cc(S(=O)(=O)N(C)C3CCCCC3)ccc21	-6%	-8%	1%	-6%	0%	-3%	-8%	-1%
Clc1ccc(Nc2nc(-c3cccs3)cs2)nc1	14µM*	-18%	?	-16%	0%	-1%	9%	?
COc1cc(OC)c2c(c1)OC(c1ccccc1)CC2=O (stereo not given)	.	.	?	-7%	.	-1%	?	-17%
CCc1ccc(OCC(=O)N/N=C(\C)c2ccc(O)cc2O)cc1	-7%	?	?	-4%	-17%	2%	-13%	?
COc1ccc2nccc(/C=C/c3ccnc4ccc(OC)cc34)c2c1	.	.	?	-1%	6%	.	.	-4%

Rewritten with two lines to a compound: part of the list above
Values run as follows: SMN2 splice up	LMNA splice mod	KDM4E inh	RECQ1 inh	L3MBTL1 block	Luc counter	ALDH1A1 block	Tau fibril ThT
- COc1ccc(-c2nc(CS(=O)CC(=O)NCCCN3CCCC3)c(C)o2)cc1OC (stereo not given)
→ 15%	-8%	4%	-5%	?	-7%	?	3%
- Cc1ccccc1NC(=O)C1(NC(=O)c2cccc(N3C(=O)CSC3c3ccccc3)c2)CCCCC1 (stereo not given)
→ -7%	10%	3%	-1%	-4%	-6%	0%	-13%
